Screening data from PubChem BioAssay.
NOD2-RIPK2 inh: inhibitors of human NOD2-RIPK2 interaction; O43353; inhibition, % at 4.98 µM; AID 624267; CHO BLA complementation NOD2-RIPK2, CCF4 ratio; 360,000 compounds, 0.38% hits; in the data active = inhibition above about 21%;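 note: 0% = vehicle only and 100% = reference blocker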
Target sequence (O43353 whole entry, looked up): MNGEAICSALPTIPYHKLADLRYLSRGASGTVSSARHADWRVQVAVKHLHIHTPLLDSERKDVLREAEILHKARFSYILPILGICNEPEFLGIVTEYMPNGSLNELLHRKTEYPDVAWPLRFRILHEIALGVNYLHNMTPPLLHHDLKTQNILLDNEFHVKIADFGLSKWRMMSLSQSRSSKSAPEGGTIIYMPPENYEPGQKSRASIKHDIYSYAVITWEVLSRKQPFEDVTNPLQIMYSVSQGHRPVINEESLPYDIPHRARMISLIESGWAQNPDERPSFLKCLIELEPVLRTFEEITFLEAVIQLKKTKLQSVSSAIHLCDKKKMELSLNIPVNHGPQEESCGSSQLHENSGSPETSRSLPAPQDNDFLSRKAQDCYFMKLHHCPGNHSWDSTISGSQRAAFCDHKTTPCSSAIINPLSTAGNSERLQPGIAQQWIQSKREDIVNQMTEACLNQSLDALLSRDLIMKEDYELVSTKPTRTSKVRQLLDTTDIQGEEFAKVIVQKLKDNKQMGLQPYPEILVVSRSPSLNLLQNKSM
Vif imaging: HIV Vif inhibition | HEK293T cells, Vif self-association by quenched fluorescence, imaging, 24 h | inhibition, % at 7.49 µM | 340,000 compounds, 0.35% hits | AID 602346; in the data active = inhibition above about 50%, passing the limit was not always enough; note: some results filed as inactive read as strong as hits
MC4R ag barr: agonists of human melanocortin 4 receptor (MC4R) beta-arrestin | P32245 | U2OS MC4R beta-arrestin complementation, luminescence; percent of melanotan II response, DMSO zero | activation, % at 8.9 µM | 360,000 compounds, 0.98% hits;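 active = activation above a per-plate cutoff, the mean activation of sample wells on that plate plus 3 SD, cut at about 8% in these data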
Target sequence (P32245 whole entry, looked up): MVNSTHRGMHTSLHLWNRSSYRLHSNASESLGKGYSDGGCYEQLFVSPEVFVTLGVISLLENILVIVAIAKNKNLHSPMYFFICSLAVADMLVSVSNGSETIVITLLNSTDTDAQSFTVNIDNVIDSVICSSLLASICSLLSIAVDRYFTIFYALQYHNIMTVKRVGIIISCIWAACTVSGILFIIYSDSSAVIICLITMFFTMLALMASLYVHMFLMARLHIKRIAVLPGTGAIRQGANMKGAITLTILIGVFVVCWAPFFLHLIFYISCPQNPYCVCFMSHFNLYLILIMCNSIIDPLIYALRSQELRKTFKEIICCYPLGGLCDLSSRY
aDG glyco up: increases alpha dystroglycan glycosylation; 360,000 compounds, 0.22% hits; activation, % at 10 µM; AID 624168; Pro5-aDG cells, alpha-DG glycosylation AlphaScreen (IIH6); 0% Pro5, 100% B10-LARGE cell signal;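 active = activation of at least 8% versus controls, or a plate z-score of at least 8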;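 note: Pro5 are CHO cells carrying HIG-tagged alpha-DG that lacks glycosylation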
Granule exo inh: lytic granule exocytosis inhibition. AID 651702. inhibition, % at 10 µM. TALL-104 LAMP-1 surface exposure, flow cytometry; cells stimulated with thapsigargin and PMA. 360,000 compounds, 0.66% hits;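 active = inhibition above about 55%, limit read from the data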
Glyco luc inh: blocks N-linked glycosylation in D54 reporter cells | D54 ERlucT glycosylation luciferase reporter, 24 h; percent of 100 nM tunicamycin response | reporter increase, % at 12.5 µM | 360,000 compounds, 0.23% hits;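 active = mean luciferase reporter signal, scaled so untreated is 0 and the glycosylation-blocking control 100, at or above a set limit in every replicate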;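 note: luciferase carries N-glycosylation sites so blocking glycosylation raises the light; 0% = median of neutral control wells and 100% = median of 100 nM tunicamycin wells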
TLR9-MyD88 inh: blocks human TLR9 binding to MyD88 | Q9NR96+Q99836 | CHO BLA complementation TLR9-MyD88, CCF4 FRET ratio | inhibition, % at 4.98 µM | 340,000 compounds, 0.21% hits | AID 504734;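 active = inhibition above the mean over all tested compounds plus 3 SD, cut at about 21% in these data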;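 note: 0% = DMSO only wells and 100% = clavulanate BLA inhibitor control wells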
ABCB6 inh MLPCN: blocks the human ABCB6 transporter | K562-ABCB6 porphyrin accumulation, flow cytometry, 1 h; active compounds read low | 360,000 compounds, 0.19% hits | fluorescence ratio to DMSO, % at 10 µM | Q9NP58;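 active = fluorescence ratio to DMSO below 75%, the collection mean minus 3 SD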;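 note: signal is porphyrin accumulated inside mitochondria; 100% equals median channel fluorescence of DMSO control wells; lower ratio means ABCB6 inhibition with less porphyrin fluorescence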
ABHD5-PLIN5 inh: blocks binding of human ABHD5 to perilipin-5; Q00G26+Q8WTS1; Split G. princeps luciferase complementation, luminescence, 4 h; inhibition, % at 4 µM; 360,000 compounds, 0.78% hits;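 active = inhibition above the mean inhibition across every tested compound plus 3 SD, cut at about 22% in these data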;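 note: 0% = DMSO only wells and the 100% control is not disclosed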
MC4R antag cAMP: blocks human MC4R cAMP signaling | MC4R-expressing cells, MTII-stimulated cAMP, LANCE TR-FRET | inhibition, % at 6.5 µM | 360,000 compounds, 0.48% hits;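 active = inhibition above its plate's cutoff, the mean of tested wells on that plate plus 3 SD, cut at about 29% in these data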;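 note: 0% = Melanotan II alone and 100% = Melanotan II plus saturating MCL0020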
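System – human MC4R-expressing U2OS cells · Also added – Melanotan II · Dosing – one concentration, 6.5 µM nominal · Timing – 30-min compound, 1-h challenge, 1-h detection, room temperature · Measured by – Eu-cAMP/anti-cAMP TR-FRET, emission 671 nm · Replicates – singlicate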
* = called active by the depositor; · = not tested or not shown. This is a subset; count on the stated rates, not on these rows.

canonical_smiles	NOD2-RIPK2 inh	Vif imaging	MC4R ag barr	aDG glyco up	Granule exo inh	Glyco luc inh	TLR9-MyD88 inh	ABCB6 inh MLPCN	ABHD5-PLIN5 inh	MC4R antag cAMP
COc1ccc(-c2nc(SC(C)C(=O)NC3CC3)n[nH]2)cc1 (stereo not given)	9	-1	1.5	-0.1	1	-1	-8	94	-3	6
CC(=O)c1ccc(OCC(O)CN2CCN(S(=O)(=O)c3c(C)cc(C)cc3C)CC2)cc1 (stereo not given)	2	-9	3.5	0.1	-5	-2	-1	104	0	22
CN(C)CCNCc1ccccc1OC1CCCC1	-5	·	-2.4	-0.2	-2	-2	-13	98	2	4
COc1ccc(CCNC(=O)C2CCCN(C(=O)c3ccc(Cl)cc3)C2)cc1 (stereo not given)	-9	-8	-1.5	0.1	-2	1	4	73*	-9	6
COc1ccc(N2C(=O)CC(N(CCc3ccc(S(N)(=O)=O)cc3)C(=S)Nc3ccccc3)C2=O)cc1 (stereo not given)	6	-2	0.7	0.1	13	1	2	93	13	14
CCOCCCNC(=O)CSCc1nc(-c2ccc(SC)cc2)oc1C	3	3	-3.4	0.2	1	0	0	106	-3	-7
Cc1ccn(CC(=O)NC2CCCN(Cc3ccccc3F)C2)n1 (stereo not given)	1	-5	1.4	0.3	3	1	9	98	0	-3
CC(C)(C)NC(=O)CN(C(=O)CNC(=O)c1cccs1)c1ccc2c(c1)OCCO2	-1	17	0.6	0.2	-3	0	2	100	-19	4
Cc1ccc2c(c1)C1(SC(C)C(=O)N1c1ccc(Cl)cc1)C(=O)N2 (stereo not given)	5	4	·	-0.2	1	-5	·	94	0	·
Cc1cnc(C(=O)OCC(=O)N2CCc3ccccc3C2)cn1	-1	-43	0.3	0.0	-3	1	7	103	-4	2
Clc1ccccc1-c1nc2nc3ccccc3nc2n1-c1ccc2c(c1)OCO2	-6	-10	-0.1	0.0	-4	-1	5	100	-4	9
Cn1cc(-c2csc(C(O)c3ccc(F)c(F)c3)n2)cn1 (stereo not given)	3	-2	-2.3	-0.1	2	2	·	101	-6	7
COc1ccc(C2CCCN2C(=S)Nc2ccccc2C)cc1OC (stereo not given)	-12	13	2.0	0.1	2	-1	-2	92	3	1
CCNc1nc(SCCOc2ccc(Cl)cc2Cl)nc(N(C)C)n1	6	·	1.8	0.5	1	-1	-2	98	-7	20
CCN(CC)CCCNC(=O)CN1C(=O)CSc2ccc(S(=O)(=O)N3CCOCC3)cc21	1	-3	-1.8	0.1	8	1	-10	91	2	1
CN(Cc1ccco1)C(=O)c1ccc(CNS(=O)(=O)c2ccc3c(c2)C(C)(C)C(=O)N3C)cc1	-14	-6	-0.5	-0.1	-4	-3	0	98	-2	3
COc1ccc2nc(SCC(=O)NC3CCCCC3)[nH]c2c1	11	11	0.6	-0.1	11	2	6	94	4	2
O=C(c1cccc(C(F)(F)F)c1)N(c1ccccn1)C1CCCCC1	0	4	-0.1	0.0	2	1	-5	97	-4	-3
Cc1nc(N)[nH]c(=O)c1Oc1cccc(C(F)(F)F)c1	-5	3	0.6	0.0	-29	0	10	99	-3	-5
Nc1nonc1-n1nnc(C(=O)O)c1-c1cccs1	-6	-1	0.2	0.0	0	1	-4	89	1	10
COc1nccnc1NS(=O)(=O)c1ccc(NC(=S)NC(=O)c2ccc(F)cc2)cc1	-6	16	0.2	-0.3	1	0	-11	106	-2	-12
COc1ccc(CN2CCN(C(C)C(=O)NC(C)c3ccc(F)cc3)CC2)cc1F (stereo not given)	3	2	0.5	-0.1	22	-1	-2	103	-1	14
O=S(=O)(/C=C/c1ccccc1)Nc1cccc(S(=O)(=O)NC2=NCCC2)c1	-7	0	0.1	-0.2	-6	-2	1	99	4	21
O=C(CN1CCN(S(=O)(=O)N2CCCCCC2)CC1)Nc1cc(Cl)ccc1Cl	-18	14	-1.7	0.1	4	2	2	100	-3	8
Cc1ccc(Nc2nc3ccccc3nc2Nc2c(C)n(C)n(-c3ccccc3)c2=O)cc1	-6	-2	-2.8	-0.6	4	-3	-2	104	-9	7
Cc1ccc(NC(=O)CCc2nc3ccccc3[nH]2)cc1C	-2	5	0.1	0.1	-5	1	-3	91	0	4
O=S(=O)(O)c1nc2ccccc2n1Cc1ccc(Cl)cc1Cl	-6	-4	-1.7	0.2	10	2	3	101	0	-3
CCOc1ccc(N/C(N)=N/c2nc(C)cc(C)n2)cc1	-3	2	0.7	0.1	8	11	-7	102	-4	11
CCOC(=O)CNC(=O)CNC(=O)Cn1ccc2ccccc2c1=O	-8	6	-1.7	-0.2	-8	2	-13	95	0	4
O=C(NCc1ccccn1)c1cc(-c2ccc(Br)cc2)nc2ccccc12	-5	-4	-0.6	0.3	-3	-2	-2	97	2	-1
Cc1cc(N(C)NC(=S)Nc2ccccc2)nc(C)n1	-4	3	-1.3	0.2	-1	0	0	90	-4	11
O=C(Nc1ncc(Cc2cc(Cl)ccc2Cl)s1)c1ccc([N+](=O)[O-])cc1	-2	-14	0.3	0.7	0	-1	-3	87	5	8
CN(C)S(=O)(=O)N(Cc1ccc(Br)cc1)c1ccccc1	-1	-6	2.0	-0.1	-1	-1	2	104	-5	10
COC(=O)[C@]12CCCCC=C1N(Cc1ccc(Cl)cc1Cl)C(=O)[C@H](CC(=O)N1CCN(C(=O)C3CC3)CC1)C2	6	·	·	0.0	1	·	·	101	1	·
CCc1cc2c(=O)oc(-c3ccc(Br)cc3)nc2s1	-15	8	0.3	-0.1	-11	3	8	94	3	8
O=C(C1CCN(Cc2ccc(Cl)cc2)CC1)N1CCN(C(c2ccccc2)c2ccccc2)CC1	7	2	0.6	1.1	12	-5	1	99	11	-3
CN(C(=O)COC(=O)CNC(=O)CNC(=O)c1ccc(Cl)cc1Cl)c1ccccc1	-12	10	2.6	0.7	-1	1	-1	99	1	9
Cc1cc(C)n(-c2ccc(NC(=O)C3CCCCN3C(=O)c3occc3C)cc2)n1 (stereo not given)	4	-5	-0.3	-0.1	4	1	-2	102	-3	4
O=C(CSc1ccc2ccccc2n1)NCc1ccc2c(c1)OCO2	9	0	-2.0	-0.1	-3	-1	0	100	2	9
Cc1cc(C)c(-n2c(SCC(=O)N3CCOCC3)n[nH]c2=O)c(C)c1	-6	4	0.7	-0.2	0	0	1	88	-2	-1
O=C(NCc1ccc(-c2csnn2)cc1)c1cccs1	0	-1	1.4	-0.1	-1	-3	-3	107	0	11
C/C(Cn1cnc([N+](=O)[O-])n1)=N\NC(=O)c1ccc(F)cc1	-10	3	-0.4	0.0	1	-1	0	104	5	9
COc1ccc([N+](=O)[O-])cc1NC(=O)CC(C)c1ccccc1 (stereo not given)	-5	10	0.3	-0.1	13	0	3	76	-3	3
CCOC(=O)Cc1csc(NC(=O)C(CC(C)C)NC(=O)C2CCCCC2)n1 (stereo not given)	-7	-9	-3.6	0.1	0	-3	7	103	-4	10
COc1cccc(-c2csc(N3CCN(C(=S)Nc4ccc(Cl)cc4)CC3)n2)c1	-8	-7	0.7	0.1	-1	-5	14	96	-6	4
O=S(=O)(c1ccc2ccccc2c1)N1CCN(S(=O)(=O)N2CCCCC2)CC1	-14	-13	1.1	0.2	-2	0	0	101	-3	2
COc1ccccc1C(c1nnnn1Cc1ccco1)N1CCN(c2cccc(C)c2C)CC1 (stereo not given)	-1	3	2.4	0.4	9	-6	-5	102	14	8
Nc1ccc2oc(C3CCCCC3)nc2c1	-13	8	0.2	0.0	-4	2	6	129	-11	6
COc1ccc(OCc2nn3c(-c4cccc(OC)c4)nnc3s2)cc1	7	10	11*	0.2	-1	-1	-12	99	-2	7
COC(=O)CC(C(=O)Nc1cc(C(=O)OC)cc(C(=O)OC)c1)N1CCN(C)CC1 (stereo not given)	3	-8	0.9	-0.2	1	1	-5	99	8	1
CC1CCN(S(=O)(=O)c2ccc3c(c2)CCN3C(=O)C2CCC2)CC1	2	-1	-2.4	0.8	1	-2	-5	128	-5	2
C#CCN(C[C@H]1[C@H](OC(=O)NCc2ccccc2)[C@H](OC(=O)NCc2ccccc2)C[C@H]2C(=O)N(c3ccccc3)C(=O)[C@@H]12)S(=O)(=O)c1ccc(C)cc1	0	0	-0.2	0.0	1	-2	-7	101	-2	20
Cc1ccc(NC(=O)CCCOc2ccccc2)cc1S(=O)(=O)N1CCOCC1	-8	-9	0.1	0.3	-5	0	-4	95	-2	0
Cc1cc(Br)c2[nH]c3c(c2c1)CCCC3=O	-1	8	-0.8	-0.2	-2	-2	-5	101	-2	4
OC(CN1CCCCCC1)CN(c1ccccc1)c1ccccc1 (stereo not given)	4	-2	0.1	0.3	8	-2	-22	96	-2	-8
O=C(O)c1ccc2c(c1)C(=O)N(c1cc(C(=O)O)ccc1Br)C2=O	-8	7	-2.1	-0.1	-3	1	-10	94	-3	1
Cc1nn(C)c(C)c1S(=O)(=O)N(CC(=O)NCCCN1CC(C)CC(C)C1)c1ccc(C(C)C)cc1 (stereo not given)	0	3	0.4	-0.2	-2	-4	-4	94	-1	0
O=C(CSc1nc(-c2ccc(F)cc2)cc(C(F)(F)F)n1)NCc1cccs1	-4	6	-1.4	0.0	10	0	10	101	1	10
O=C(Nc1ccc(C(=O)O)cc1)/C(=C\c1ccc2c(c1)OCO2)NC(=O)c1ccco1	-4	40	-2.4	-0.3	-2	2	-9	91	3	4
O=C(NCCc1cccs1)c1cccs1	-2	-3	-2.0	-0.4	6	-3	-6	104	4	16

Next records:
canonical_smiles	NOD2-RIPK2 inh	Vif imaging	MC4R ag barr	aDG glyco up	Granule exo inh	Glyco luc inh	TLR9-MyD88 inh	ABCB6 inh MLPCN	ABHD5-PLIN5 inh	MC4R antag cAMP
Cc1oc(-c2ccccc2F)nc1CN1CCC(C(=O)NC2CCCc3ccccc32)CC1 (stereo not given)	-1	-13	-0.7	0.3	-3	2	-5	90	0	4
O=[N+]([O-])c1ccc(/C=N/Nc2ccccn2)cc1	-2	-11	4.2	-0.1	0	2	4	99	3	-2
O=C(Nc1ncccc1Cl)c1cc2ccccc2o1	-12	14	-4.1	-0.3	-3	-8	7	107	1	0
COc1ccc(-c2cc(C(F)(F)F)nc(N3CCN(c4ccc(F)cc4)CC3)n2)cc1OC	-8	24	-2.4	0.0	0	3	-3	94	-6	2
CCOc1ccc(S(=O)(=O)/N=C(/c2ccccc2)N(C)C)cc1	1	5	-1.9	0.2	-7	0	-4	93	1	10
Cc1ccc(/C=C/C(=O)NCc2cccs2)o1	-9	-7	1.1	-0.1	33	3	3	100	24*	2
CN(C)CCCN(Cc1ccccc1)C(=S)Nc1ccc(SC(F)F)cc1	9	11	-2.6	1.7	0	1	10	99	1	2
